hIAP inh = blocks human intestinal alkaline phosphatase; P09923; purified IAP, CDP-Star luminescence, 30 min; inhibition, % at 10 µM; 330,000 tested, 0.12% active;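 active = inhibition reaching a set limit with compound at 10 µM in the primary screen, cut at about 35% in these data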;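 note: plate controls were DMSO wells with enzyme for no effect and no-enzyme buffer wells for full effect; values of inactives mirror those of a sister screen read the other way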
mIAP block = mouse IAP inhibition | inhibition, % at 10 µM | 330,000 tested, 0.2% active | AID 2806 | purified mouse IAP, CDP-Star luminescence, 30 min;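 active = inhibition of at least 40% at 10 µM in the primary screen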;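 note: plate controls were DMSO with enzyme for no effect and no enzyme wells for full effect; values of inactives mirror those of a sister screen read the other way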
mIAP act = mouse IAP activation. muIAP, CDP-Star luminescence, 30 min; hits give high values; 1 = vehicle-only enzyme signal, 0 = enzyme-free wells. activation factor at 10 µM. 330,000 tested, 0.24% active;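 active = activation factor of at least 2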; note: the source names both 10 and 20 µM as test concentration; values of inactives mirror those of a sister screen read the other way
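also added = chemiluminescent substrate CDP-Star | test system = mouse IAP enzyme | signal = chemiluminescence readout | compound = DMSO-dissolved test compounds | incubation = 30 min at room temperature | benchmarks = DMSO wells, no-enzyme wells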
APOBEC3A inh = inhibitors of human APOBEC3A DNA deaminase. P31941. recombinant A3A, FAM/TAMRA ssDNA deamination fluorescence. inhibition, % at 20 µM. 330,000 tested, 0.41% active. AID 493011;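 active = at least 40% inhibition at 20 µM here, with at most 30% in a related deaminase screen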;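 note: plate controls were A3A with DMSO for no effect and wells lacking A3A enzyme for full effect; some results filed as inactive read as strong as hits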
Target sequence (P31941 whole entry, looked up): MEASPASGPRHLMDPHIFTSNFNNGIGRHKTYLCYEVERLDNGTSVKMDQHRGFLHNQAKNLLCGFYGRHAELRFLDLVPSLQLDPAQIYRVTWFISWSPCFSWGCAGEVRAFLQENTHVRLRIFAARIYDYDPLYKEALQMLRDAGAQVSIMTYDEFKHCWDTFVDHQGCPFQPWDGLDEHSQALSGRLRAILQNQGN
PfGluPho inh = PfG6PD (Plasmodium falciparum) enzyme inhibition. inhibition, % at 20 µM. 350,000 tested, 0.78% active. PfGluPho enzyme, NADPH resazurin-diaphorase fluorescence;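 active = inhibition reaching at least a set limit at 20 µM in the primary screen, cut at about 59% in these data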;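 note: 0% = DMSO wells with substrate and 100% = DMSO wells lacking glucose-6-phosphate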
hIAP act = increases human intestinal alkaline phosphatase activity; P09923; purified human IAP, CDP-Star luminescence, 30 min; hits give high values; 1 = vehicle-only enzyme, 0 = enzyme-free background; activation factor at 10 µM; 330,000 tested, 0.16% active;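 active = activation factor of the enzyme at least 2-fold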; note: the source names both 10 and 20 µM as test concentration; values of inactives mirror those of a sister screen read the other way
ATG4B inhibitor = blocks human ATG4B protease cleavage of LC3 substrate; AID 504462; inhibition, % at 8.33 µM; 340,000 tested, 0.51% active; ATG4B cleavage of LC3-PLA2, NBD-HPC fluorescence, 1 h; in the data active = inhibition above about 40%
Target sequence (Q9Y4P1 whole entry, looked up): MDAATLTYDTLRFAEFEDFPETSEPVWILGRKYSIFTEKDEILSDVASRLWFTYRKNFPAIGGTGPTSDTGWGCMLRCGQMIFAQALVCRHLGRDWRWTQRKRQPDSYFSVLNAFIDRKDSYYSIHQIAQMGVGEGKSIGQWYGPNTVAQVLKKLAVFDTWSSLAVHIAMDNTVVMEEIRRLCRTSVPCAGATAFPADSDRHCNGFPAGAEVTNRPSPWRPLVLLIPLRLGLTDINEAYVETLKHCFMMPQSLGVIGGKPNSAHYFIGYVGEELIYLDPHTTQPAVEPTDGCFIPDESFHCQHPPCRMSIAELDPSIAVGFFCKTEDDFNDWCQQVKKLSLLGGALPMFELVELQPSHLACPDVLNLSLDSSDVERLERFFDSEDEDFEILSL
HKDC1 inhibitor = inhibitors of human hexokinase HKDC1 | Q2TB90 | recombinant HKDC1, G6PDH/diaphorase resazurin coupled fluorescence | inhibition, % at 20 µM | 340,000 tested, 0.16% active;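 active = inhibition above about 35% when tested at 20 µM, limit read from the data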;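 note: plate controls were DMSO wells with enzyme for no effect and DMSO wells lacking enzyme for full effect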
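System: Recombinant HKDC1 hexokinase | Amount: HKDC1 at 5 µg/mL | Reagent: Glucose with 1 mM ATP | Doses: Single 20 µM dose | Incubation: Reaction time 90 min, room temperature, protected from light | Signal: Coupled resazurin fluorescence, excitation 525 nm, emission 613 nm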
* hit, by the source's call.

Below each compound – PfGluPho inh | mIAP block | ATG4B inhibitor | mIAP act | HKDC1 inhibitor | hIAP inh | APOBEC3A inh | hIAP act
CCCCc1c(O)c2ccccc2n(CCCC)c1=O
    22 | 3 | 3 | 0.97 | -4 | 20 | -3 | 0.8
Cc1ccccc1CN1CCC(CNC(=O)Nc2ccc(F)cc2F)CC1
    2 | -38 | 1 | 1.4 | 0 | -16 | -2 | 1.2
COc1ccc(-n2c(=O)c3c4c(sc3n(CC(=O)Nc3cc(C)[nH]n3)c2=O)CCC4)c(OC)c1
    2 | -2 | -2 | 1 | -8 | -29 | -1 | 1.3
COc1ccccc1CNC(=O)c1ccc(CNc2c(N3CCCC3)c(=O)c2=O)cc1
    -15 | 6 | -10 | 0.94 | -4 | 14 | 2 | 0.86
Cc1occc1C(=O)NNC(=S)Nc1ccccc1C(F)(F)F
    -9 | 14 | -3 | 0.86 | -11 | -54 | -1 | 1.5
CCOC(=O)c1ccc(NC(=O)Cn2cnc(S(=O)(=O)N3CCCC3)c2)cc1
    0 | 0 | -5 | 1 | -4 | 7 | 1 | 0.93
CC(=O)Nc1cccc(NC(=O)c2c(-c3ccccc3Cl)noc2C)c1
    0 | 3 | -4 | 0.97 | 2 | -1 | -4 | 1
C=CCN1N=C(/C=C/c2ccccc2)CCC1=O
    -8 | 2 | -3 | 0.98 | -10 | -1 | 1 | 1
COc1ccc(OC2CCN(S(=O)(=O)c3ccc(OC)c(OC)c3)CC2)cc1
    -5 | -4 | -8 | 1 | -3 | 6 | 3 | 0.94
Cc1c(NC(=O)c2cc(-n3cnnc3)ccc2Cl)cccc1-c1nc2ccccc2s1
    -8 | -6 | 9 | 1.1 | -13 | 22 | 4 | 0.78
COc1ccccc1-c1cc(-c2ccc(O)cc2)nc(N)c1C#N
    -5 | -5 | -11 | 1 | 0 | -14 | -3 | 1.1
O=C(NCCF)[C@H]1C[C@@H]1[C@H](NP(=O)(c1ccccc1)c1ccccc1)c1ccccc1
    -2 | -3 | 4 | 1 | 0 | -6 | 0 | 1.1
COCCCNC(=O)CSc1c2c(nc3ccc(Cl)cc13)CCCC2
    9 | -8 | 0 | 1.1 | -6 | -18 | 1 | 1.2
COc1ccc(N(CC(=O)NCCc2ccc(Cl)cc2)S(=O)(=O)c2c(C)[nH]c(=O)[nH]c2=O)cc1
    -18 | 0 | 2 | 1 | -10 | -1 | -1 | 1
Cc1cc(CN(C)C(=O)c2cc(COc3ccc(C)c(C)c3)on2)on1
    10 | 12 | 20 | 0.88 | 0 | 8 | -4 | 0.92
COc1cccc(/C=C2\NC(=O)NC2=O)c1O
    6 | 7 | -1 | 0.93 | -13 | -2 | 0 | 1
Cc1nc2c3ccccc3nc(NNC(=O)CCC(=O)N3CCC(C)CC3)n2n1
    10 | 2 | -8 | 0.98 | 3 | -133 | 0 | 2.3*
OCC1=C[C@@H](O)[C@@H]2C=CO[C@@H](O[C@@H]3O[C@H](CO)[C@@H](O)[C@H](O)[C@H]3O)[C@H]12
    -14 | -6 | 2 | 1.1 | -1 | 2 | -3 | 0.98
CCCOc1ccc(C(=O)C(c2ccccc2)N2CCOCC2)cc1 (stereo not given)
    -2 | 2 | 0 | 0.97 | -10 | 1 | -2 | 0.99
CC(C)N1CC2=C(C1=O)C(c1ccc(O)cc1)NC(=O)N2C (stereo not given)
    -17 | 11 | 3 | 0.89 | 12 | -9 | -5 | 1.1
CCn1c(O)c(N=NC(=O)Cn2ccc(C(F)(F)F)n2)c2ccccc21
    -15 | -1 | -6 | 1 | 0 | 10 | 5 | 0.9
COC(=O)c1sccc1NC(=O)CC1C(=O)NCCN1C(=O)c1c(F)cccc1Cl (stereo not given)
    -16 | -3 | 2 | 1 | -3 | 3 | 6 | 0.97
COc1ccc(CCNC(=O)c2ccccc2OCc2ccccc2)cc1
    -3 | 0 | 34 | 0.99 | -1 | -13 | 3 | 1.1
CC(C)NCC(O)COc1ccc(CCOCC2CC2)cc1 (stereo not given)
    8 | -3 | -6 | 1 | -10 | -8 | 4 | 1.1
CCOc1ccccc1NC(=S)N1CCN(c2ccc(OC)cc2)CC1
    3 | 9 | -9 | 0.91 | -5 | -5 | 83* | 1.1
Cc1ccnn1-c1ccc(C(=O)NCC(c2ccco2)N2CCCC2)cc1 (stereo not given)
    11 | -5 | -43 | 1.1 | -4 | 16 | 2 | 0.84
O=C(Nc1ccncc1)c1sc2ccccc2c1Cl
    22 | 7 | -5 | 0.93 | -3 | 4 | 2 | 0.96
Cc1cc(C(=O)O)c(=O)[nH]c1C
    -12 | -2 | -1 | 1 | -12 | 1 | -1 | 0.99
O=C(N=c1ccn(-c2nc3ccccc3nc2NS(=O)(=O)c2ccccc2)cc1)c1ccccc1Cl
    0 | 1 | -10 | 0.99 | 2 | 18 | -7 | 0.82
Cc1[nH]c(-c2ccccn2)nc(=S)c1Cl
    69* | 12 | -5 | 0.88 | 4 | 12 | 0 | 0.88
CCCN(C(=O)C1CC(=O)N(c2ccccc2C(C)CC)C1)C1CCS(=O)(=O)C1 (stereo not given)
    7 | 3 | -13 | 0.97 | -5 | 6 | 22 | 0.94
Cc1noc(COc2ccccc2OCc2onc(C)c2Cl)c1Cl
    1 | 8 | -5 | 0.92 | 0 | -5 | 2 | 1
COc1ccc2[nH]c3c(=O)n(CCc4ccccc4)cnc3c2c1
    0 | 4 | -4 | 0.96 | -5 | -10 | 0 | 1.1
Cc1nn(CC(N)=O)c(=O)c2ccccc12
    -8 | -12 | -9 | 1.1 | -7 | -3 | 0 | 1
CSc1ncc(Cl)c(C(=O)Nc2cccnc2)n1
    9 | 2 | -8 | 0.98 | -4 | -8 | 1 | 1.1
COc1ccc(CN2CCN(CC=C(C)C)C(CCO)C2)cc1Cn1cccn1 (stereo not given)
    -4 | 4 | -3 | 0.96 | -6 | 8 | 6 | 0.92
CCCC(c1nnnn1CS(=O)(=O)c1ccc(C)cc1)N1CCC(C(N)=O)CC1 (stereo not given)
    -6 | -3 | -5 | 1 | -4 | 8 | -4 | 0.92
N#Cc1ccc(OCC(=O)N/N=C/C2CC=CCC2)cc1 (stereo not given)
    -10 | -5 | 3 | 1.1 | -5 | -9 | 4 | 1.1
Cc1ccn(-c2n[nH]c(C)c2[N+](=O)[O-])n1
    -9 | -10 | -2 | 1.1 | 17 | -4 | 0 | 1
CC(C)(CNC(=O)c1ccccc1NS(C)(=O)=O)N1CCCCC1
    1 | 0 | -1 | 1 | -6 | -5 | -1 | 1

Reprinted from the entries so far for reference:
Below each compound – PfGluPho inh | mIAP block | ATG4B inhibitor | mIAP act | HKDC1 inhibitor | hIAP inh | APOBEC3A inh | hIAP act
Cc1noc(COc2ccccc2OCc2onc(C)c2Cl)c1Cl
    1 | 8 | -5 | 0.92 | 0 | -5 | 2 | 1
COc1ccc2[nH]c3c(=O)n(CCc4ccccc4)cnc3c2c1
    0 | 4 | -4 | 0.96 | -5 | -10 | 0 | 1.1
Cc1nn(CC(N)=O)c(=O)c2ccccc12
    -8 | -12 | -9 | 1.1 | -7 | -3 | 0 | 1
CSc1ncc(Cl)c(C(=O)Nc2cccnc2)n1
    9 | 2 | -8 | 0.98 | -4 | -8 | 1 | 1.1
COc1ccc(CN2CCN(CC=C(C)C)C(CCO)C2)cc1Cn1cccn1 (stereo not given)
    -4 | 4 | -3 | 0.96 | -6 | 8 | 6 | 0.92

The listing continues:
Below each compound – PfGluPho inh | mIAP block | ATG4B inhibitor | mIAP act | HKDC1 inhibitor | hIAP inh | APOBEC3A inh | hIAP act
Cc1ccc(-n2c(-c3ccncc3)nnc2-c2ccco2)cc1
    1 | -1 | -12 | 1 | -5 | 10 | 4 | 0.9
COc1cc(/C=N/NC(=O)CNc2n[nH]c(=O)[nH]c2=O)ccc1OCc1ccccc1
    -2 | 6 | -5 | 0.94 | -4 | -7 | 1 | 1.1
CC(C)(C)n1nnnc1C(c1cccnc1)N1CCN(c2ccccc2)CC1 (stereo not given)
    -2 | 1 | 3 | 0.99 | -10 | -15 | -17 | 1.2
COc1ccccc1Nc1ccc(C(=O)O)cc1[N+](=O)[O-]
    -32 | -7 | 5 | 1.1 | 11 | -8 | -2 | 1.1
COc1ccccc1OCCn1cc(/C=N/n2cnnc2)c2ccccc21
    11 | 3 | -29 | 0.97 | 0 | 7 | -4 | 0.93
COc1ccc(OC)c(NC(=O)COC(=O)/C=C/c2ccccc2Cl)c1
    9 | 16 | 19 | 0.84 | -11 | -20 | -1 | 1.2
Cn1c(=O)c2c(ncn2CC(=O)Nc2nc3ccc(F)cc3s2)n(C)c1=O
    -6 | 10 | -10 | 0.9 | -6 | -10 | 0 | 1.1
[O-][n+]1c2ccccc2c2n1CCCN=C2c1ccc(Cl)cc1
    7 | 4 | -12 | 0.96 | 3 | 21 | 2 | 0.79
O=C(c1cc(Cl)ccc1O)N1CCN(S(=O)(=O)Cc2ccccc2)CC1
    7 | 7 | -5 | 0.93 | -6 | 5 | -7 | 0.95
CCOC(=O)N1CCC(NC(=O)c2cc(S(=O)(=O)N3CCCC3)cn2C)CC1
    -6 | 4 | -9 | 0.96 | 0 | 7 | -1 | 0.93
CCCn1c(=O)[nH]c(=O)c2c1nc(-c1ccc(OC)c(Br)c1)n2CCOC
    5 | -1 | -10 | 1 | -4 | -14 | -4 | 1.1
Cc1cc(NC(=O)CN2CCN(S(=O)(=O)c3ccc4ccccc4c3)CC2)no1
    -10 | -1 | -20 | 1 | -13 | 11 | 7 | 0.89
CN1CCOc2ccc(S(=O)(=O)NCCc3ccc(Cl)cc3)cc21
    12 | 12 | 28 | 0.88 | 0 | 6 | 2 | 0.94
CC(Oc1ccc(Cl)cc1Cl)/C(N)=N/O (stereo not given)
    -8 | 5 | 8 | 0.95 | -7 | -3 | -2 | 1
O=C(Nc1ccc(S(=O)(=O)NC2=NCCCCC2)cc1)c1cc(F)c(F)cc1Cl
    -3 | 2 | 3 | 0.98 | 1 | -8 | 0 | 1.1
O=C1CCC(C(=O)N2CCC(CO)(Cc3ccc(Cl)cc3)CC2)=NN1
    -6 | 3 | 0 | 0.97 | -3 | 3 | 1 | 0.97
O=C(CCSc1ccc(Cl)cc1)N1CCN(S(=O)(=O)c2ccccc2)CC1
    22 | -2 | -16 | 1 | -1 | 6 | 1 | 0.94
CN(C)S(=O)(=O)N1CCN(CC(=O)Nc2ccc(Br)cc2)CC1
    -8 | -4 | 7 | 1 | 0 | -7 | -8 | 1.1
Cc1cc(-c2ccccc2)oc(=O)c1NC(=O)c1ccccc1
    3 | 28 | 3 | 0.72 | 11 | 20 | -2 | 0.8
CCOC(=O)c1ccc(NC(=O)N2CCN(Cc3ccccc3)CC2)cc1
    -9 | 4 | -4 | 0.96 | -9 | -7 | -1 | 1.1
Cc1ccc(CS(=O)(=O)c2ccc(C(=O)N3CCN(c4ccccn4)CC3)cc2[N+](=O)[O-])cc1
    0 | -5 | -10 | 1 | 0 | -1 | -6 | 1
COc1ccc(-c2nc(N)n(S(=O)(=O)c3ccc(C)cc3)n2)cc1
    -1 | 0 | -3 | 1 | 20 | 8 | 0 | 0.92

Printed as active in APOBEC3A inh, among the entries above:
Below each compound – PfGluPho inh | mIAP block | ATG4B inhibitor | mIAP act | HKDC1 inhibitor | hIAP inh | APOBEC3A inh | hIAP act
CCOc1ccccc1NC(=S)N1CCN(c2ccc(OC)cc2)CC1
    3 | 9 | -9 | 0.91 | -5 | -5 | 83* | 1.1
